# Lipid storage S3 = qHTS Assay for Lipid Storage Modulators in Drosophila S3 Cells | Potency in µM for hits, for the others lipid storage change, negative = inhibition, % at the top dose, mostly 46.1 µM | AID 2685, 2010 | hit rate 0.64% among 320,000 | Drosophila S3 cells, BODIPY lipid droplet fluorescence, 18-24 h; cells fed with added oleic acid; active = well fitted inhibition curve with a large enough effect in the signal ratio, with a control signal flat, not every such curve was filed as active; inconclusive = small, poorly fitted or top-dose-only effect, or effect the other way, or a change in a side signal; the % refers to the signal ratio
#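 Drosophila S3 cells got compounds at several concentrations plus oleic acid (400 uM solution). Laser-scanning cytometry with 488 nm excitation read lipid droplets at 500-530 nm and cells at 575-640 nm. Percent activity was relative to 20 uM Triacsin C.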
# Lipid storage S3 cell count max = second read-out of Lipid storage S3, no call of its own (marks repeat the call); cell number change, %; measured here: cell count max response;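 cells counted by Cell Tracker Red CMTPX staining in the red channel; peak over a dose series mostly up to 46.1 µM; percent activity relative to internal control wells on each plate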
# * = called active by the depositor; i = inactive; ? = inconclusive; · = not tested or not shown; & = joins results of further samples. % is set by controls: 0 for no effect and ±100 for the full control effect; potency is the fitted concentration of half-maximal effect. These rows are one share of the data. The share of hits here may be higher or lower than overall.
# Values run as follows: Lipid storage S3 cell count max, Lipid storage S3
> C/C(=N\NC(=O)C(N)=O)c1cccc(C(F)(F)F)c1
  ·, ?
> O=C(NCC1CCCO1)c1ccc2c(=O)n(Cc3ccco3)c(SCC(=O)N3CCCC3)nc2c1 (centres undefined)
  ·, ?
> CCN(CC)CCOC(=O)c1ccc([N+](=O)[O-])cc1
  -10.8, 16.6%
> O=C(N1CCCCC1)C12CC3CC(C1)CC(C(=O)N1CCCCC1)(C3)C2
  5.0, i
> COc1ccc(C2/C=C\CN(S(=O)(=O)/C=C/c3ccccc3)[C@H](Cc3ccccc3)C(=O)N2Cc2ccc(F)cc2)cc1 (some centres undefined)
  2.7, 13.6%
> O=C(c1ccc2c(c1)C(=O)N(CCCO)C2=O)c1ccc2c(c1)C(=O)N(CCCO)C2=O
  ·, ?
> CCCC(C)NC(=O)COc1ccc(S(=O)(=O)c2ccc(OCC(=O)NC(C)CCC)cc2)cc1 (centres undefined)
  ·, ?
> COC(=O)c1nc(NC(=O)c2ccc(Br)cc2)n[nH]1
  ·, ?
> Cc1ccc(C(=O)N2CCN(Cc3ccccc3)CC2)o1
  15.9, 4.6%
> Cc1cc(N/N=C/c2cccc(Br)c2)nc2ccccc12
  ·, ?
> CN(C)c1nc(NCc2ccccc2)nc(SCC(=O)Nc2ccccc2Cl)n1
  ·, ?
> COc1ccc(C(=O)COC(=O)CNS(=O)(=O)c2ccc(C)cc2)cc1
  -3.0, 8.5%
> CC(NC(=O)Nc1cccc([N+](=O)[O-])c1)(C(F)(F)F)C(F)(F)F
  ·, ?
> CC(=O)Nc1ccc2c(c1)C(=O)N(c1ccc(C)cc1)C2=O
  ·, ?
> N#Cc1ccccc1NC(=O)Nc1cccc(Cl)c1
  10.1, -2.6%
> COc1ccc(CNCCc2ccccc2)cc1OCC(N)=O
  0.6, -3.6%
> COc1ccc(C2C(C(=O)c3cccs3)=C(O)C(=O)N2CCN2CCOCC2)c(OC)c1 (centres undefined)
  ·, ?
> O=C(CNC(=O)c1ccccc1F)OCC(=O)N1CCCCC1
  -1.8, 2.7%
> COc1ccc(N2C(=O)C(CC(=O)Nc3ccc(Cl)cc3)N(NC(=O)c3cccc(F)c3)C2=S)cc1 (centres undefined)
  17.1, 21.4%
> CCOC(=O)C1=C(C)OC(N)=C(C#N)C1C1CCCCC1 (centres undefined)
  ·, ?
> COc1ccc(CCNc2oc(-c3ccc(C)cc3)nc2C#N)cc1OC
  16.1, i
> CN(CC(=O)NCc1cccs1)S(=O)(=O)c1cccc2cccnc12
  4.7, -0.9%
> Cc1ccc(S(=O)(=O)N2CCN(C(=O)N3CCOCC3)CC2)c(C)c1
  ·, ?
> NC(=O)C1CC(=O)N(c2ccc(OCC(=O)Nc3ccccc3F)cc2)C1 (centres undefined)
  ·, ?
> CS(=O)(=O)c1ccc(-c2cccc(NC(=O)COc3ccc(Cl)cc3)c2)nn1
  ·, ?
> CC1(C)CC(=O)C(C=NCCN2CCN(C(=O)CC3CCCC3)CC2)=C(O)C1
  ·, ?
> CCCCN1C(=O)C(=O)NC[C@@H]1C(C)CC (some centres undefined)
  ·, ?
> c1ccc2c(CSc3ncnc4nc[nH]c34)cccc2c1
  -0.7, 7.2%
> O=c1n(-c2ccccc2)c(=O)n2n1CCCC2
  ·, i
> O=C(O)c1ccccc1-c1ccccc1C(=O)NCc1ccccc1F
  ·, ?

# (more compounds)
# Values run as follows: Lipid storage S3 cell count max, Lipid storage S3
> COc1ccc(/C=C/C(=O)NNc2c(F)c(F)cc(F)c2F)cc1OC
  -17.4, 1.0%
> CCCCC(=O)Nc1cccc(NC(=O)CC)c1
  20.9, 18.0%
> N#CCC(=O)N1CCN(C=O)CC1
  ·, ?
> COc1ccc(CCN2CC(C(=O)NCc3nc(C)c(C)s3)CCC2=O)cc1 (centres undefined)
  12.5, 4.2%
> COc1ccccc1-c1nc2n(n1)C(c1ccc(Cl)cc1)C(C(N)=O)=C(C)N2 (centres undefined)
  -16.7, -0.2%
> CC(C)CN(CC(C)C)S(=O)(=O)N1CCC(C(=O)NCc2ccc(F)cc2)CC1
  -10.0, -16.5%
> CCOC(=O)c1cnc(SCC(=O)c2ccc(C)cc2)nc1N
  -1.5, 4.8%
> COc1ccc(CCn2c(N3CCOCC3)nc3c2c(=O)[nH]c(=O)n3C)cc1
  ·, ?
> Cc1cc(C)c2nc(NNC(=O)c3ccc(S(=O)(=O)N4CCCC(C)C4)cc3)sc2c1 (centres undefined)
  ·, ?
> CCOc1ccccc1NC(=O)CN(C)S(=O)(=O)c1cnc[nH]1
  ·, ?
> CCN(CC)CCNC(=O)COc1ccc(OC)cc1
  -23.3&14.9, -5.1%&3.2%
> Cc1ccccc1NS(=O)(=O)c1ccc(C)c(C(N)=O)c1
  12.6, 22.5%
> O=C(N=C1N=C2C=CC=CN2Cc2ccccc21)c1ccc(S(=O)(=O)N2CCOCC2)cc1
  ·, ?
> CCNC(=O)c1cccc(NC(=O)CC2SC(N3CCCCC3)=NC2=O)c1 (centres undefined)
  3.8, 3.5%
> CCc1cccc(CC)c1NC(=O)c1cc(CN2C(=O)c3ccccc3C2=O)ccc1OC
  ·, ?
> CCOc1cc(/C=C/C(=O)Nc2ccc(C(=O)NCCN(CC)CC)cc2)ccc1OCC(C)C
  -20.4, -19.7%
> Cc1cc(C)c(S(=O)(=O)Nc2ccc(O)c(Sc3ncn[nH]3)c2)cc1C
  ·, ?
> CCOC(=O)CON1C(=O)C(=O)N(OCC(=O)OCC)C2CCCCC21 (centres undefined)
  -12.1, -14.1%
> COc1ccccc1OCCC(=O)OCC(=O)c1[nH]c(C)c(C(C)=O)c1C
  11.2, -6.4%
> Cc1ccc2cccc(OCc3nnc(SCC(=O)O)n3C)c2n1
  ·, ?
> O=C(NCCSCc1ccccc1)c1ccccc1
  ·, ?
> CC(=O)Nc1ccc(S(=O)(=O)Nc2ccc(Cl)cn2)cc1
  -2.9, -2.8%
> CNS(=O)(=O)c1cccc(C(=O)OCC(=O)Nc2ccc(Cl)cn2)c1
  ·, ?
> O=C(COc1ccccc1)N1CCN(C(=O)c2cccc(F)c2)CC1
  ·, i
> CCc1noc(C)c1C(=O)NNC(=O)c1ccc(Br)cc1
  -9.3, 4.7%
> O=C(/C=C/Nc1ccccc1O)c1ccco1
  ·, ?
> COC(=O)c1cc(NC(=O)C2C3C=CC(C3)C2C(=O)O)cc(C(=O)OC)c1 (centres undefined)
  ·, ?
> CN(CC(=O)Nc1ccc(Cl)cc1)C(=O)COc1ncnc2ccccc12
  16.1, -0.6%
> O=C(CN1CCN(S(=O)(=O)c2ccc3c(c2)OCCO3)CC1)Nc1cccc(F)c1
  ·, ?
> CCCN(CCC)C1CC(=O)N(Cc2ccccc2)C1=O (centres undefined)
  -8.5, 4.7%

# 2 of the compounds above, as labelled records.
CCc1cccc(CC)c1NC(=O)c1cc(CN2C(=O)c3ccccc3C2=O)ccc1OC
  Lipid storage S3 cell count max = · | Lipid storage S3 = ?
CCCN(CCC)C1CC(=O)N(Cc2ccccc2)C1=O (centres undefined)
  Lipid storage S3 cell count max = -8.5 | Lipid storage S3 = 4.7%

# Additional results.
# Values run as follows: Lipid storage S3 cell count max, Lipid storage S3
> CSCCC(NC(=O)c1ccccc1Cl)C(=O)NNC(=O)c1ccccc1O (centres undefined)
  ·, ?
> Cc1[nH]c2ccccc2c1C(O)CN1CCN(c2cccc(C(F)(F)F)c2)CC1 (centres undefined)
  ·, ?
> O=C(CSc1nc2ccccc2c(=O)[nH]1)Nc1ccccc1N1CCOCC1
  0.0, 8.8%
> CCN1C(=O)[C@@H]2[C@H](C1=O)[C@@H]1C(=O)Nc3ccccc3C(=O)N1[C@@H]2c1cccc(C)c1
  7.3, 6.1%
> Cc1onc(-c2ccccc2)c1C(=O)NCc1ccccn1
  3.5, 15.7%
> CCC(=O)N1CCN(c2cc(NCC3CCCO3)c(F)cc2[N+](=O)[O-])CC1 (centres undefined)
  -0.2, 2.7%
> CNC(=O)c1cccc(N2CCCC2=O)c1
  9.5, i
> CC(=O)c1cccc(NC(=O)N2CCCC2C(=O)NCCc2ccccc2)c1 (centres undefined)
  ·, ?
> N#CC(=C=[N-])c1nc2ccccc2nc1-[n+]1cccc(NC(=O)c2ccc(F)cc2)c1
  26.6, -3.2%
> Cn1c(=O)c2c(ncn2CC(=O)NCc2cccnc2)n(C)c1=O
  ·, ?
> COc1ccc(CCNS(=O)(=O)c2ccccc2)cc1OC
  ·, ?
> Cc1cc(C)cc(NC(=S)NC(=O)C2CC2)c1
  ·, ?
> CCOc1ccc(S(=O)(=O)Nc2ccc(Cl)cn2)c(C)c1C
  ·, ?
> CCCCCCOC(=O)NCC(O)c1ccccc1 (centres undefined)
  ·, ?
> COc1ccccc1NC(=O)c1ccc(COc2ccccc2OC)o1
  -0.3, 0.0%
> Cc1cccc(CC2S/C(=N/c3cccc(C)n3)NC2=O)c1 (centres undefined)
  5.4, -3.4%
> CC(=O)c1cccc(OCc2cc(C(=O)NC(C)Cc3cccnc3)no2)c1 (centres undefined)
  ·, 8.3%
> CCOC(=O)C(C(=O)NCC1CCCO1)C1CCCCC1 (centres undefined)
  -8.4, -0.5%
> O=C(NCCCN1CCCC1=O)c1cn(-c2ccccc2)nc1-c1ccccc1
  ·, ?
> COCCOC1CCN(C(=O)C2CCC(=O)N(CCc3cccc(F)c3)C2)CC1 (centres undefined)
  ·, ?
> O=[N+]([O-])c1cccc(S(=O)(=O)NCC2CCCO2)c1 (centres undefined)
  ·, ?
> COc1ccc(N2CCN(C(=O)c3cc(S(=O)(=O)N4CCCCCC4)ccc3OC)CC2)cc1
  ·, ?
> O=C(Nc1cccc(C(F)(F)F)c1)C(Sc1cccc[n+]1[O-])c1ccccc1 (centres undefined)
  ·, 9.8%
> O=C1CN(C(=O)COc2ccccc2)CCN1
  -10.2, -3.2%
> O=C(COC(=O)Cc1ccc(Cl)cc1Cl)NCCC1=CCCCC1
  ·, ?
> C=CCN(CC=C)C(=O)CCc1nnc(CCc2c[nH]c3ccccc23)o1
  -1.6, -13.3%
> O=C(CSc1nnc(COc2ccc(Cl)cc2)o1)Nc1ccc(N2CCOCC2)cc1
  ·, ?
> COc1ccc(NC(=O)COC(=O)Cc2cccs2)cc1OC
  -0.8, 24.7%
> COc1cccc(C(=O)NCCCN2CCN(CCCNC(=O)c3cccc(OC)c3)CC2)c1
  ·, ?
> Nc1nnc(SCC(=O)Nc2sc3c(c2C(=O)c2ccccc2)CCCC3)s1
  ·, ?

# Other structures follow:
# Values run as follows: Lipid storage S3 cell count max, Lipid storage S3
> COc1cc2c(cc1OC)-c1nnc(-c3ccco3)n1C1(CCCC1)C2
  ·, ?
> CC1CCCCC1NC(=O)CN(C)S(=O)(=O)c1ccc2c(c1)c(=O)n(C)c(=O)n2C (centres undefined)
  ·, ?
> Cc1ccc2nc(-c3ccccc3O)c(Nc3ccc4c(c3)OCCO4)n2c1
  -9.1, 18.2%
> CCOc1ccc(-n2c(=O)cc(N3CCN(c4ccc(F)cc4)CC3)[nH]c2=O)cc1
  10.6, 20.6%
> O=S(=O)(NCC1CCCO1)c1ccc(NS(=O)(=O)c2ccc(F)cc2)cc1 (centres undefined)
  ·, ?
> Cc1ccc(O)c(C(=O)c2cnc3onc(-c4ccc(F)cc4)c3c2)c1
  ·, ?
> O=C(CCN1CCC(c2cccs2)=N1)c1cccs1
  ·, ?
> Nc1nc(-c2ccccn2)nc(N)c1Cc1ccccc1F
  -12.3, -34.7%
> NS(=O)(=O)c1cccc(NC(=O)COC(=O)CN2C(=O)C3CC=CCC3C2=O)c1 (centres undefined)
  ·, ?
> CCCCN(C(=O)COc1ccc(C)cc1OC)c1c(N)n(CCC)c(=O)[nH]c1=O
  -6.7, -8.0%
> COCCn1cc(C(=O)c2cc(Br)ccc2O)cc(C#N)c1=O
  -2.8, -0.3%
> COc1ccc(-n2c(O)cnc2Nc2nc(C)cc(C)n2)cc1OC
  ·, i
> COc1ccc(CC(=O)NNC(=O)CSc2nc(C)c(C)c(=O)[nH]2)cc1
  ·, ?
> O=C(CSc1nnc(Cc2cccs2)n1-c1ccccc1)NC1CCCCC1
  -26.1, 12.1%
> O=C(CNC(=O)C1CCCCC1)Nc1ccccc1Cl
  ·, ?
> COCc1c(Br)c(C)[nH]c(=O)c1C#N
  9.3, 2.0%
> O=C1/C(=C/c2cccs2)CCc2ccccc21
  ·, ?
> NC(=O)C1CCCN(C(=O)c2ccc3c(c2)NC(=O)CS3)C1 (centres undefined)
  ·, ?
> CCOC(=O)N1CCN(C(=O)/C=C/c2ccc3c(c2)OCO3)CC1
  ·, ?
> CN(c1ccc(Cl)cc1)c1cc(=O)n(C)c2ccccc12
  ·, ?
> c1ccc(Cn2nnc(CNc3ccccc3)c2-c2c(CNc3ccccc3)nnn2Cc2ccccc2)cc1
  15.9, -0.7%
> O=C(CSc1nc(O)cc(=O)[nH]1)C1CC1
  -4.8, 6.3%
> Cc1nn(-c2ccccc2)c(OC(=O)c2cccs2)c1S(=O)(=O)c1ccc([N+](=O)[O-])cc1
  -9.6, -12.9%
> CN(C)c1ccc(/C=N/NC(=O)c2nnn(-c3nonc3N)c2COc2ccc(F)cc2)cc1
  ·, ?
> CCCCc1ccc(NC(=S)N2CCCC(C)C2)cc1 (centres undefined)
  ·, ?
> CCCN1CCN(CCCNC(=O)Cn2nc(-c3ccc(Cl)cc3)ccc2=O)CC1
  ·, -15.6%
> O=C(Nc1ccc(F)cc1F)c1ccc2nc(N3CCOCC3)sc2c1
  29.6, -15.4%

# Quoted at random: 3 records from the list, in no set order.
# Values run as follows: Lipid storage S3 cell count max, Lipid storage S3
> O=C1/C(=C/c2cccs2)CCc2ccccc21
  ·, ?
> COc1ccc(-n2c(O)cnc2Nc2nc(C)cc(C)n2)cc1OC
  ·, i
> CCOc1ccc(-n2c(=O)cc(N3CCN(c4ccc(F)cc4)CC3)[nH]c2=O)cc1
  10.6, 20.6%
